PMI act satM6P: human PMI activators, high substrate, primary screen, biochemical, fluorescence intensity, near-saturating mannose 6-phosphate; Mannose-6-phosphate isomerase (Homo sapiens), P34949; coupled PMI enzyme assay, resazurin fluorescence, 20 min; hits give high values; 1 = untreated enzyme, 0 = substrate-free blank; activation factor at 20 µM; 0.34% of 190,000 active;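 active = activation factor of 2 or more at 20 µM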
Target sequence (P34949 whole entry, looked up): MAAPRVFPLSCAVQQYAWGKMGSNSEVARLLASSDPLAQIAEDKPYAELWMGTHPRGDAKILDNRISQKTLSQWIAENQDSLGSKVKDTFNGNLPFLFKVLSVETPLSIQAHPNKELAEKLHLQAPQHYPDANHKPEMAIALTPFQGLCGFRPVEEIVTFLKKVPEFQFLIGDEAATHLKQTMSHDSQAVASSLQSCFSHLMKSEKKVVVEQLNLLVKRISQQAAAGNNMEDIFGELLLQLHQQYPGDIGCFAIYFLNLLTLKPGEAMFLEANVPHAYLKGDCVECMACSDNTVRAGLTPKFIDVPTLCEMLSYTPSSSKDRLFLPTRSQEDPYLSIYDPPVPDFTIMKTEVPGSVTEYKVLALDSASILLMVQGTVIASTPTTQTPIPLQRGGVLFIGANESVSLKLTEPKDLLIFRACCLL
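assay system = human phosphomannose isomerase with PGI, G6PDH, diaphorase coupling enzymes | quantity = 15 ng/mL PMI | incubation = enzyme reaction with compound 20 min at room temperature | medium = HEPES pH 7.4 buffer with MgCl2 and Tween-20 | compound dosing = one concentration, 20 µM, in 1% DMSO | measured by = Diaphorase-driven resazurin-to-resorufin fluorescence, excitation 544, emission 590 nm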
Lmaj promast: Leishmania major promastigote growth inhibition, primary screen; 9% of 200,000 active; AID 1063, 2008; inhibition, % at 10 µM; Leishmania major promastigotes, resazurin fluorescence viability;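 also: promastigotes grown with compound for 44 hours at 28 °C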
S1P3 antagonist: S1P3 receptor antagonists, primary screen, cell-based. Sphingosine 1-phosphate receptor 3 (Homo sapiens), Q99500. CHO S1P3 NFAT-BLA reporter, FRET fluorescence, antagonist mode. inhibition, % at 4.98 µM. 0.27% of 170,000 active. AID 485, 2006;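 active = inhibition above the plate cutoff, the mean inhibition of test wells on that plate plus 3 SD, cut at about 28% in these data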;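 also: cells challenged with S1P at its EC80 of 0.8 µM; blue over green emission ratio from cleaved BLA substrate after 4 h stimulation; 0% = S1P-stimulated wells and 100% = unstimulated DMSO-only wells; some compounds past the cut are filed as inactive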
Target sequence (Q99500 whole entry, looked up): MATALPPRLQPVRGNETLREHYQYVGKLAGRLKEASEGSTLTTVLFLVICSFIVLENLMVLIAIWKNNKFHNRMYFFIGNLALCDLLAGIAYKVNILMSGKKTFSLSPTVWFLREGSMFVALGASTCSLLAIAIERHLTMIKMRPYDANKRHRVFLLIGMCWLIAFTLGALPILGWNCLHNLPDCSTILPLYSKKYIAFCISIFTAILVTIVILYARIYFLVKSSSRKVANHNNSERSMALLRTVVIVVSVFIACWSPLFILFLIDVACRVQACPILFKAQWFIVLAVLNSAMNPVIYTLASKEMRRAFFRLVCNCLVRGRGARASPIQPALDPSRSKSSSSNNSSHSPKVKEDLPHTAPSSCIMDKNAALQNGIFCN
G6PDH counter: L. mesenteroides G6PDH inhibitors, counter-screen for G6PDH-coupled screening assays, biochemical, Leuconostoc mesenteroides enzyme; glucose-6-phosphate dehydrogenase [Leuconostoc mesenteroides]; Purified L. mesenteroides G6PDH, diaphorase/resazurin coupled fluorescence, 45 min; inhibition, % at 5 µM; 0.12% of 200,000 active
Diaphorase inh: diaphorase inhibitors and chemical oxidizers, primary screen, counter-screen for diaphorase-coupled primary assays, biochemical, uHTS, resorufin fluorescence | AID 1217, 2008 | 0.69% of 190,000 active | inhibition, % at 20 µM | diaphorase resazurin-to-resorufin fluorescence, NADH, 16 min; bacterial (C. kluyveri) enzyme, not human;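 active = primary screen inhibition at 20 µM above a set limit, cut at about 50% in these data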;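 also: plate controls were DMSO with full reaction for no effect and wells lacking NADH for full effect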
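Assay system: diaphorase enzyme from Clostridium kluyveri; Input: enzyme working solution with 0.14 U/mL diaphorase; Timing: 16 min at room temperature; Technique: resorufin fluorescence, excitation 544 nm, emission 590 nm; Benchmarks: positive control minus NADH, DMSO neutral control.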
Hsp70 act: Hsp70 transcriptional activators, primary screen, cell-based, HeLa, Hsp70 promoter luciferase, luminescence, 10 µM; 0.04% of 200,000 active; activation, % at 10 µM; HeLa Hsp70 promoter luciferase reporter; scaled: vehicle 0, proteasome-inhibitor control 100%; AID 1203, 2008;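 active = activation above the mean across all tested compounds plus 3 SD, cutoff set per campaign, cut at about 5.5% in these data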;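 also: 100% = MG132 at 30 µM as the positive control and 0% = DMSO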
Redox H2O2 prof: compounds producing H2O2 with reducing agent – biochemical, NIH compound library profiling, artefact control for MLSCN library redox annotation, primary screen. DTT-dependent redox cycling H2O2, phenol red/HRP absorbance; 100% = 100 µM peroxide control, 0% = buffer. activation, % at 10 µM. 0.03% of 200,000 active;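 active = activation of at least 50% relative to the plate's high and low controls in the primary single-dose screen; inactive = activation below 50%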;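 also: compound incubated with DTT at 0.8 mM final as the reducing agent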
Diaph act CS: compounds boosting diaphorase resazurin reduction – biochemical, uHTS, resorufin fluorescence, counter-screen for diaphorase-coupled primary assays, primary screen | Diaphorase/resazurin coupled assay, 16 min; hits give high values; 1 = vehicle wells, 0 = NADH-free wells | activation factor at 20 µM | 0.005% of 190,000 active | AID 1229, 2008;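 active = diaphorase activity raised at least twofold by the compound at 20 µM; inactive = activation factor below 2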
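Material: purified diaphorase enzyme from Clostridium kluyveri; Also added: 0.114 mM NADH and 0.1 mM resazurin, final amounts; Doses: single compound dose of 20 µM, 1% DMSO final; Times: 16 min enzyme reaction, ambient temperature; Detection: resorufin fluorescence, excitation 544 nm, emission 590 nm; Measure: increased resorufin signal from activators or reducing compounds.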
PMI activator: activators of human PMI, primary screen, biochemical, fluorescence intensity, near-Km mannose 6-phosphate. activation factor at 20 µM. 0.005% of 190,000 active. purified human PMI, coupled resazurin fluorescence, 20 min; hits give high values; 1 = vehicle control, 0 substrate-free wells;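 active = activation factor of 2 or more at 20 µM, relative to plate controls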
TLR4-MyD88 BLA: inhibitors of TLR4-MyD88 association in cells, primary screen, cell-based, HeLa CL3-4, BLA complementation, FRET ratio | HeLa CL3-4 TLR4/MyD88 BLA complementation | inhibition, % at 8.4 µM | Toll-like receptor 4 (Homo sapiens) + Myeloid differentiation primary response protein … | AID 861, 2007 | 0.18% of 200,000 active; in the data active = inhibition above about 25%;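 also: 0% = vehicle and 100% = reference inhibitor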
RAM network inh: inhibitors of the yeast RAM network, primary screen, dse1pr::URA3 reporter, 5-FOA selection; S. cerevisiae dse1pr::URA3 reporter, 5-FOA growth OD615, 2 d; analog-sensitive cbk1-as2 kinase mutant strain; inhibition, % at 50 µM; 1.8% of 190,000 active; AID 868, 2007;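 active = inhibition above a set limit, 3 SD over mean compound inhibition, cut at about 8.4% in these data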;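 also: 0% = DMSO-only wells with no growth and 100% = 10 µM 1-NA-PP1 full growth; inhibition rescues growth on 5-FOA so higher OD means more RAM inhibition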
An asterisk follows results filed as active. Rule as the data show it, unless noted: active = inhibition above about 50%; inactive = the rest.

What do the screens show for `S=C(NC1CCCC1)NC1CCCC1`?
PMI act satM6P: 1; Lmaj promast: -0.7; S1P3 antagonist: -17.1; G6PDH counter: 4.4; Diaphorase inh: -1.8; Hsp70 act: -0.2; Redox H2O2 prof: 3.3; Diaph act CS: 1; PMI activator: 1; TLR4-MyD88 BLA: 13.3; RAM network inh: 1.0

How did CCN=c1sc(C(=O)NCCc2ccccc2)cc(=O)n1CC do in these assays?
PMI act satM6P: 1; Lmaj promast: 19.2; S1P3 antagonist: 1.3; G6PDH counter: -4.7; Diaphorase inh: 5.2; Hsp70 act: -0.4; Redox H2O2 prof: -0.5; Diaph act CS: 0.9; PMI activator: 0.9; TLR4-MyD88 BLA: -7.3; RAM network inh: 0.7

What do the screens show for `COc1ccc(F)cc1C(=O)C1CCCN(C(=O)C2=C(C)OCCO2)C1` (stereo unspecified)?
PMI act satM6P: 1; Lmaj promast: 1.1; S1P3 antagonist: 1.0; G6PDH counter: 4.5; Diaphorase inh: -1.6; Hsp70 act: -0.3; Redox H2O2 prof: -1.2; Diaph act CS: 1; PMI activator: 0.9; TLR4-MyD88 BLA: 3.2; RAM network inh: -0.1

How did CC(/C=N/N1CCN(c2ccccc2)CC1)=C\c1ccco1 do in these assays?
PMI act satM6P: 0.9; Lmaj promast: -7.9; G6PDH counter: 7.7; Diaphorase inh: 14.2; Hsp70 act: 0.1; Redox H2O2 prof: 3.2; Diaph act CS: 0.9; PMI activator: 0.9; TLR4-MyD88 BLA: 8.3; RAM network inh: 1.4

Results for CCOC(=O)CCc1c(C)c2ccc(OCc3cc([N+](=O)[O-])ccc3OC)c(C)c2oc1=O ?
PMI act satM6P: 0.9; Lmaj promast: -0.7; S1P3 antagonist: -2.8; G6PDH counter: -1.3; Diaphorase inh: 8.8; Hsp70 act: -0.3; Redox H2O2 prof: -0.5; Diaph act CS: 0.9; PMI activator: 0.9; TLR4-MyD88 BLA: -6.1; RAM network inh: 1.1

What do the screens show for `O=S(=O)(/C=C/c1ccccc1)N1CCN(c2nc(-c3cccnc3)nc3ccccc23)CC1`?
PMI act satM6P: 1; Lmaj promast: 52.5*; S1P3 antagonist: 10.8; G6PDH counter: -13.2; Diaphorase inh: 19.2; Hsp70 act: -0.1; Redox H2O2 prof: -0.1; Diaph act CS: 0.8; PMI activator: 0.9; TLR4-MyD88 BLA: -10.6; RAM network inh: 0.6

Results for Cc1nc(/C=C\C(=O)O)c2cc(C)oc2n1 ?
PMI act satM6P: 1; Lmaj promast: -7.7; S1P3 antagonist: -10.0; G6PDH counter: 4.9; Diaphorase inh: 5.6; Hsp70 act: -0.3; Redox H2O2 prof: -0.6; Diaph act CS: 0.9; PMI activator: 1.1; TLR4-MyD88 BLA: 5.6; RAM network inh: -0.1

What do the screens show for `COC(=O)CN(c1ccc(C)cc1)S(=O)(=O)c1c(C)[nH]c(=O)[nH]c1=O`?
PMI act satM6P: 0.9; Lmaj promast: -3.6; G6PDH counter: 4.8; Diaphorase inh: 15.5; Hsp70 act: -0.1; Redox H2O2 prof: 0.1; Diaph act CS: 0.8; PMI activator: 0.9; TLR4-MyD88 BLA: 1.2; RAM network inh: 0.9

Results for C#CCNC(=O)C1=C[C@H](c2ccc(Br)cc2)[C@@H](CCCO)[C@H](OCC)O1 ?
PMI act satM6P: 0.9; Lmaj promast: 2.1; S1P3 antagonist: -7.6; G6PDH counter: 10.7; Diaphorase inh: 17.6; Hsp70 act: -0.3; Redox H2O2 prof: -0.3; Diaph act CS: 0.8; PMI activator: 0.9; TLR4-MyD88 BLA: 5.8; RAM network inh: 1.4

Results for O=C(O)Cn1cc(C(=O)C2CC2)c2ccccc21 ?
PMI act satM6P: 1; Lmaj promast: -9.3; S1P3 antagonist: 2.4; G6PDH counter: 1.9; Diaphorase inh: 3.7; Hsp70 act: -0.5; Redox H2O2 prof: 3.4; Diaph act CS: 1; PMI activator: 1; TLR4-MyD88 BLA: -7.5; RAM network inh: 2.1

How did COCCNC(=O)C1Cc2c(ccc3ccccc23)O1 (stereo unspecified) do in these assays?
PMI act satM6P: 1; Lmaj promast: -5.7; S1P3 antagonist: -23.8; G6PDH counter: 15.9; Diaphorase inh: -9.9; Hsp70 act: -0.3; Redox H2O2 prof: -0.5; Diaph act CS: 1.1; PMI activator: 1.1; TLR4-MyD88 BLA: -3.5; RAM network inh: 0.8

What do the screens show for `COCCn1c(SCC(=O)NCCc2ccc(OC)c(OC)c2)nc2c([nH]c3ccccc32)c1=O`?
PMI act satM6P: 1.1; Lmaj promast: 1.5; S1P3 antagonist: 3.7; G6PDH counter: -1.3; Diaphorase inh: -7.7; Hsp70 act: -0.4; Redox H2O2 prof: -0.8; Diaph act CS: 1.1; PMI activator: 1.1; TLR4-MyD88 BLA: 0.2; RAM network inh: 1.3

What do the screens show for `O=C(Cc1c(F)cccc1Cl)Nc1ccon1`?
PMI act satM6P: 1; Lmaj promast: -4.4; S1P3 antagonist: -19.2; G6PDH counter: 1.7; Diaphorase inh: 11.4; Hsp70 act: 4.4; Redox H2O2 prof: 0.8; Diaph act CS: 0.9; PMI activator: 0.9; TLR4-MyD88 BLA: -5.1; RAM network inh: 1.2

How did COc1ccc(Br)cc1/C=N/NC(=O)c1nc(-c2ccccc2)n2c1CCCCC2 do in these assays?
PMI act satM6P: 0.8; Lmaj promast: 46.1; G6PDH counter: 4.1; Diaphorase inh: 13.9; Hsp70 act: -0.3; Redox H2O2 prof: 0.4; Diaph act CS: 0.9; PMI activator: 0.9; TLR4-MyD88 BLA: -1.5; RAM network inh: 1.2

What do the screens show for `CC1(C)Oc2ccc(C(=O)NC3CC3)cc2N(CC(=O)N2CCOCC2)C1=O`?
PMI act satM6P: 1; Lmaj promast: -4.9; S1P3 antagonist: -9.7; G6PDH counter: 4.1; Diaphorase inh: 2.0; Hsp70 act: -0.2; Redox H2O2 prof: -0.8; Diaph act CS: 1; PMI activator: 1; TLR4-MyD88 BLA: 1.2; RAM network inh: 1.8

What do the screens show for `CC1(C)C(=O)Nc2ccccc2N1C(=O)COC(=O)Cn1cnc2ccccc2c1=O`?
PMI act satM6P: 1; Lmaj promast: -3.7; S1P3 antagonist: -10.3; G6PDH counter: 2.2; Diaphorase inh: 15.3; Hsp70 act: -0.4; Redox H2O2 prof: -2.9; Diaph act CS: 0.8; PMI activator: 1; TLR4-MyD88 BLA: -8.1; RAM network inh: 3.5

What do the screens show for `COc1ccc(NC2=C(Cl)C(=O)N(c3ccccc3)C2=O)c(OC)c1`?
PMI act satM6P: 0.8; Lmaj promast: -4.9; S1P3 antagonist: 9.2; G6PDH counter: 9.8; Diaphorase inh: 17.4; Hsp70 act: -0.2; Redox H2O2 prof: -0.3; Diaph act CS: 0.8; PMI activator: 0.8; TLR4-MyD88 BLA: 0.2; RAM network inh: 5.5

Results for COc1cccc(OCCn2ccnc2)c1 ?
PMI act satM6P: 1; Lmaj promast: -1.9; S1P3 antagonist: 6.4; G6PDH counter: -2.9; Diaphorase inh: 5.9; Hsp70 act: 0.0; Redox H2O2 prof: 0.6; Diaph act CS: 0.9; PMI activator: 1; TLR4-MyD88 BLA: -8.1; RAM network inh: -0.2

How did O=[N+]([O-])c1cccc(/C=N/n2c(-c3cccnc3)n[nH]c2=S)c1 do in these assays?
PMI act satM6P: 0.9; Lmaj promast: 55.0*; S1P3 antagonist: -2.2; G6PDH counter: -2.3; Diaphorase inh: 39.4; Hsp70 act: -0.2; Redox H2O2 prof: 0.6; Diaph act CS: 0.6; PMI activator: 1; TLR4-MyD88 BLA: 2.7; RAM network inh: 4.7

How did CC(=O)c1ccc(NS(=O)(=O)c2ccc3ccccc3c2)cc1 do in these assays?
PMI act satM6P: 1; Lmaj promast: -4.0; S1P3 antagonist: -10.5; G6PDH counter: -0.6; Diaphorase inh: 10.5; Hsp70 act: -0.5; Redox H2O2 prof: -0.5; Diaph act CS: 0.9; PMI activator: 1; TLR4-MyD88 BLA: 4.8; RAM network inh: 2.7

Results for O=C(c1ccc(NC(=S)Nc2ccc(F)cc2F)cc1)N1CCOCC1 ?
PMI act satM6P: 0.9; Lmaj promast: -2.4; S1P3 antagonist: 8.7; G6PDH counter: 13.0; Diaphorase inh: 12.4; Hsp70 act: -0.3; Redox H2O2 prof: -0.2; Diaph act CS: 0.9; PMI activator: 0.8; TLR4-MyD88 BLA: -9.4; RAM network inh: 2.6

Results for O=c1oc(-c2cccs2)nc2ccccc12 ?
PMI act satM6P: 1; Lmaj promast: -3.6; G6PDH counter: 0.6; Diaphorase inh: 2.7; Hsp70 act: -0.3; Redox H2O2 prof: 0.1; Diaph act CS: 1; PMI activator: 1; TLR4-MyD88 BLA: -0.7; RAM network inh: -0.1

How did COC(=O)c1ccccc1NC(=S)N(Cc1ccc2c(c1)OCO2)Cc1cc2ccc(OC)cc2[nH]c1=O do in these assays?
PMI act satM6P: 0.9; Lmaj promast: 58.1*; S1P3 antagonist: -5.4; G6PDH counter: -9.2; Diaphorase inh: 18.3; Hsp70 act: -0.1; Redox H2O2 prof: -0.4; Diaph act CS: 0.8; PMI activator: 0.8; TLR4-MyD88 BLA: -4.0; RAM network inh: 7.7

Screens from PubChem BioAssay.
